PvdQ acylase: P. aeruginosa PvdQ acylase inhibitors, primary screen, biochemical, fluorescence, plate reader and imaging, single point; inhibition, % at 10 µM; actives 0.063% (n = 340,000); PvdQ acylase [Pseudomonas aeruginosa LESB58]; AID 488965, 2010; purified PvdQ acylase; in the data active means inhibition above about 30%, passing the limit was not always enough;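 further: 0% = vehicle neutral wells and 100% = reference inhibitor wells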
NSD2 inh: NSD2 histone methyltransferase inhibitors, primary screen, biochemical, AlphaScreen, single concentration, set 2 | Histone-lysine N-methyltransferase NSD2 (Homo sapiens), O96028 | NSD2 peptide methylation, 120 min | inhibition, % at 12.5 µM | actives 0.54% (n = 310,000) | AID 743445, 2014; in the data active means inhibition above about 50%
RTF Ca sens inh: cardiac RTF calcium sensitivity inhibitors, primary screen, biochemical, IANBD-TnC fluorescence, EC70 calcium. Troponin I, cardiac muscle (Homo sapiens) + Troponin T, cardiac muscle (Homo sapiens) + …. inhibition, % at 7.15 µM. IANBD-labeled cardiac RTF, Ca2+ fluorescence. actives 0.12% (n = 340,000). AID 493244, 2011;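 active means inhibition above the mean inhibition of all tested compounds plus 3 SD, cut at about 17% in these data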;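 further: assay run at fixed EC70 calcium of 1.6 mM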
Keap1 Nrf2 FP: Keap1-Nrf2 protein-protein interaction inhibitors, primary screen, biochemical, fluorescence polarization, single point; AID 504523, 2011; actives 0.15% (n = 340,000); inhibition, % at 9.4 µM; Keap1 Kelch-Nrf2 peptide fluorescence polarization, 1536-well; in the data active means inhibition above about 12%;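 further: human Keap1 Kelch domain with fluorescein labeled Nrf2 9mer peptide probe; 0% = neutral control wells and 100% = peptide positive control; higher means more block of Keap1 binding to Nrf2 peptide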
C-LANA FP: inhibitors of KSHV C-LANA binding to DNA, primary screen, biochemical, fluorescence polarization, FAM-LBS DNA, MBP-C-LANA, single point; Kaposi's sarcoma herpesvirus LANA C-terminal domain (residues 932-1162) DNA binding; inhibition, % at 9 µM; actives 0.078% (n = 340,000); AID 504423, 2011;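 active means highest replicate inhibition at or above 60% at 9 µM, even if other replicates fall short; inactive means all replicates below 60% inhibition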;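 further: 0% = neutral control wells and 100% = 4 µM acridine orange control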
dFosB act: activators of delta FosB homodimer, primary screen, biochemical, fluorescence polarization, TAMRA-CDK5 oligo, single point. purified delta FosB; percent of positive-control signal above neutral wells. activation, % at 25 µM. actives 0.99% (n = 340,000). AID 493131, 2011;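 active means mean activation above about 17%, with every replicate also reaching it, limit read from the data, passing the limit was not always enough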;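 further: fluorescence polarization rise as delta FosB binds a TAMRA Cdk5 AP-1 oligo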
Target sequence (P13346 whole entry, looked up): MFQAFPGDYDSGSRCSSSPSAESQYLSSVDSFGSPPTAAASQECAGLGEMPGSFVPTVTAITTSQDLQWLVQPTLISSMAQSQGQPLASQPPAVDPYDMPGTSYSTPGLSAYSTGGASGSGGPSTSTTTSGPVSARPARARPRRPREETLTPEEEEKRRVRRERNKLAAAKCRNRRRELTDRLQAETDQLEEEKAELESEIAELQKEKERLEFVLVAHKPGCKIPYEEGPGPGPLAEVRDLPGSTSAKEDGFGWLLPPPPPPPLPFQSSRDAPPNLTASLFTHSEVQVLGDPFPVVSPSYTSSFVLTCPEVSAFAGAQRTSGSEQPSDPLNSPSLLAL
SUMO Mot1 rescue: yeast Mot1-301 growth rescue at high temperature, primary screen, SUMOylation pathway inhibitor project, S. cerevisiae, ATP luminescence, 38.5C. actives 1% (n = 320,000). AID 2716, 2010. S. cerevisiae Mot1-301 growth rescue; percent above DMSO median, 100 means doubled. growth rescue, % at 18.8 µM;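 active means every valid replicate shows activation above 250% relative to neutral control wells; inactive means the rest, any valid replicate at or below 250%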;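 further: OY570 slx delta 5 strain wells were the positive control but not used for scaling; some compounds called inactive have numbers as strong as hits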
CDK5 inh: inhibitors of human CDK5/p35 kinase, primary screen, biochemical, single concentration. Recombinant CDK5/p35, ADP-Glo luminescence, 60 min. Cyclin-dependent kinase 5 (Homo sapiens) + Cyclin-dependent kinase 5 activator 1 (Homo …. AID 488839, 2010. inhibition, % at 10 µM. actives 0.01% (n = 330,000);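 active means highest replicate inhibition of at least 50% and at least 75% of replicates reaching 50%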;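 further: plate controls were DMSO neutral control for no effect and GW8510 at 10 µM for full effect; many of its hits are not listed in these tables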
Target sequence (Q00535 whole entry, looked up): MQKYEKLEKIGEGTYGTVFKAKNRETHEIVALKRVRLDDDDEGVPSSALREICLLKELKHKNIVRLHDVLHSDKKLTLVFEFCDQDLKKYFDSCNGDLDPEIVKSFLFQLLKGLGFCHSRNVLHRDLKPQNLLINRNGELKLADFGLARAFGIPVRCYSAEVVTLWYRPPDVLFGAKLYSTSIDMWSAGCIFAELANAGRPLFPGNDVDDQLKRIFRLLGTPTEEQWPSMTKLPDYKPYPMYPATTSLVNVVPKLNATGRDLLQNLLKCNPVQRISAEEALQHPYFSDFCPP
Target sequence (Q15078 whole entry, looked up): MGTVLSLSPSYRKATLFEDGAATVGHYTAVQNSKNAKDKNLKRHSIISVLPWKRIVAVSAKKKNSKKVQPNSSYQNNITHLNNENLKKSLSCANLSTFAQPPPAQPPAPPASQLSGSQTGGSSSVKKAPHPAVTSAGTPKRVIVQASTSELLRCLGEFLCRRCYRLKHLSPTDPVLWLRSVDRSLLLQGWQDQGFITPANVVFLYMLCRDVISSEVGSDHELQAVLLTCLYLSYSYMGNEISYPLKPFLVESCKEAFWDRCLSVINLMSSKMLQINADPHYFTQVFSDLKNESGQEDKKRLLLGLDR
Rtt109 Vps75: inhibitors of C. albicans Rtt109/Vps75 HAT, primary screen, biochemical, ThioGlo CoA-SH fluorescence, plate reader. purified Rtt109/Vps75, 4 h. inhibition, % at 34.9 µM. actives 0.16% (n = 330,000). AID 540336, 2011;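 active means inhibition of at least 50% in every replicate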
PfHsp90 set2: growth inhibition of PfHsp90-expressing yeast, primary screen, antimalarial PfHsp90 inhibitor project, S. cerevisiae, BacTiter-Glo luminescence, single point, set 2; AID 504621, 2011; inhibition, % at 9.4 µM; BacTiter-Glo ATP, 48 h; yeast lacking PDR1 and PDR3 efflux regulators; actives 0.32% (n = 310,000);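 active means every replicate shows inhibition above about 80%, whatever the replicate mean, limit read from the data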;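 further: 0% = DMSO neutral controls and 100% = 20 µM radicicol positive controls; yeast relying on Plasmodium falciparum Hsp90 in place of its own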
cardiac RTF act: cardiac RTF calcium sensitivity activators, primary screen, biochemical, IANBD-TnC fluorescence, EC20 calcium | activation, % at 7.2 µM | AID 493008, 2010 | actives 0.24% (n = 340,000) | IANBD-labeled TnC RTF fluorescence at EC20 calcium; 0% EC20 calcium, 100% full calcium | Troponin I, cardiac muscle (Homo sapiens) + Troponin T, cardiac muscle (Homo sapiens) + …;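 active means activation above the mean over all tested compounds plus 3 SD, cut at about 30% in these data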;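 further: rise in fluorescence read as greater calcium sensitivity of cardiac thin filaments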
* hit, by the source's call; / = no result given; + = active, no number.

Second line of a record: PvdQ acylase	NSD2 inh	RTF Ca sens inh	Keap1 Nrf2 FP	C-LANA FP	dFosB act	SUMO Mot1 rescue	CDK5 inh	Rtt109 Vps75	PfHsp90 set2	cardiac RTF act
- CCOc1ccccc1C(=O)Nc1ccc2nc3n(c(=O)c2c1)CCCCC3
  -8	0	-5	-4	-1.7	-57	0	-1.7	0	-4	-1
- CC(Sc1nnc(CC(=O)Nc2ccccc2F)n1C)C(=O)Nc1nccs1 (stereo not given)
  -10	6	-14	-1	-1.3	-4	-2	-1.6	-1	-37	-7
- Cc1cc(NC(=O)CC(C)C)c(=O)n(Cc2c(F)cccc2Cl)c1
  6	1	4	-3	2.6	4	0	0.6	-9	3	-11
- CCN(CC)C(=S)SCc1csc(CC(=O)Nc2ccccc2C)n1
  -7	0	-1	-1	-0.9	-8	46	1.5	-10	18	0
- O/N=C/c1cc(Br)ccc1OCc1ccc(F)cc1
  1	/	-6	7	0.6	-11	-10	0.2	1	-28	-6
- Cc1ccccc1NC(=O)c1nc(S(C)(=O)=O)ncc1Cl
  -21	-1	6	-1	2.1	-2	-15	-0.9	-4	2	-2
- COc1ccc(/C=N/NC(=O)CCCOc2ccc(Cl)cc2Cl)cc1[N+](=O)[O-]
  -21	-2	-9	-7	-1.3	-5	265	-4.5	-5	15	4
- CCCC(=O)Nc1sc2c(c1C(=O)Nc1ccccn1)CCCC2
  6	-1	-1	-2	-0.4	1	-4	0.1	8	8	-1
- CSc1ccc(S(=O)(=O)NCCOc2ccccc2C)cc1
  -12	-3	-6	-7	1.6	-15	16	-0.7	-3	-14	-9
- CC(=O)OC1OCCOC1NC(=S)NCc1ccco1 (stereo not given)
  6	-1	3	-5	0.6	0	/	0.5	11	/	1
- CCc1ccccc1NC(=O)NNC(=O)c1ccc2ccccc2c1O
  -10	2	-11	-2	-2.1	6	-10	-2.9	-7	-6	-6
- CCOC(=O)N1CCN(C(=O)C(=O)NNC(=O)COc2ccc(Cl)c(C)c2)CC1
  0	-1	-5	0	-0.4	9	3	-0.4	0	21	-3
- O=S(Cc1ccccc1)CC(O)(c1ccc(Cl)cc1)c1ccc(Cl)cc1 (stereo not given)
  -6	0	-7	0	-0.4	-13	/	-0.1	/	/	-1
- Cn1c(=O)c2c(nc(SCC(=O)OCc3ccccc3)n2C)n(C)c1=O
  1	-4	-6	4	2.0	-3	/	-0.6	-9	14	12
- CC(C)NS(=O)(=O)c1cc(C(=O)O)ccc1Cl
  -1	4	2	-8	1.8	3	376	-0.1	-3	-9	3
- O=C(CN1CCN(c2ccccn2)CC1)Nc1ccccc1C(=O)Nc1ccccc1
  9	-5	-10	-4	0.6	-11	5	0.7	/	/	-9
- CC(=O)c1sc(NC(=O)CCCOc2ccccc2C)nc1C
  -3	1	0	-5	-0.3	-1	-10	0.0	-1	5	0
- COc1cc2c(cc1NC(=O)CN1CCN(S(=O)(=O)c3ccc(F)cc3)CC1)oc1ccccc12
  -8	3	-5	-5	-1.8	2	3	-7.4	-1	-8	-1
- CCn1ccnc1C(O)c1ccccc1OC (stereo not given)
  0	4	-8	4	-1.0	0	438	2.4	-9	12	0
- Cc1ccc(S(=O)(=O)Nc2nnc(CC(C)(C)C)s2)cc1
  8	-3	4	1	1.1	-1	-16	11	5	4	-8
- COC(=O)CSc1nc(-c2ccc(C)cc2)c2c(c1C#N)CCCC2
  -13	6	-3	-5	0.1	-2	14	0.2	-7	-19	2
- Cc1cccc(N2CCN(C(=O)c3ccc4nccnc4c3)CC2C)c1 (stereo not given)
  -12	-1	-7	-6	6.1	-1	-6	0.1	1	18	1
- Cc1ccccc1C(=O)Nc1nnc(SCC(=O)NCc2ccco2)s1
  -6	1	2	4	1.2	15	-10	0.2	-4	5	-1
- CN(C)C(=S)Nc1ccc(S(=O)(=O)N2CCCCC2)cc1
  -5	-1	3	4	0.7	-5	-14	-0.8	-3	2	6
- O=c1[nH]c(CN2CCN(c3ccccc3)CC2)nc2ccccc12
  -8	-1	3	-1	1.6	0	-7	-0.5	0	-1	2
- CCCC[C@@H]1CNC(=S)N1CC1CCCCC1
  -4	/	-10	1	0.0	6	27	0.1	-6	7	0
- NS(=O)(=O)c1ccccc1
  -14	/	3	-2	0.0	3	-2	3.2	-2	10	4
- CSc1nc(C)c2cc(C)oc2n1
  -1	1	1	-1	-0.7	-8	3	-0.3	-1	-6	-2
- CCOC(=O)CC(NC(=O)c1cccs1)c1ccc(OCC)cc1 (stereo not given)
  3	-6	-24	0	1.4	-16	32	-1.7	-2	40	3
- OCCC1CN(Cc2cccn2-c2cccnc2)CCN1C1CCCCC1 (stereo not given)
  -17	/	-7	0	1.1	4	-18	0.1	-7	-64	0

The final two records of the section above come first, to join the parts:
Second line of a record: PvdQ acylase	NSD2 inh	RTF Ca sens inh	Keap1 Nrf2 FP	C-LANA FP	dFosB act	SUMO Mot1 rescue	CDK5 inh	Rtt109 Vps75	PfHsp90 set2	cardiac RTF act
- CCOC(=O)CC(NC(=O)c1cccs1)c1ccc(OCC)cc1 (stereo not given)
  3	-6	-24	0	1.4	-16	32	-1.7	-2	40	3
- OCCC1CN(Cc2cccn2-c2cccnc2)CCN1C1CCCCC1 (stereo not given)
  -17	/	-7	0	1.1	4	-18	0.1	-7	-64	0
- O=C(Cn1cnnn1)Nc1ccccc1Cc1ccccc1
  -8	/	-21	2	0.7	5	-36	0.3	-1	/	2
- Cc1ccc(S(=O)(=O)Nc2ccc(C(=O)NCCCN3CCOCC3)cc2)cc1[N+](=O)[O-]
  -9	-1	-12	2	0.8	0	-30	0.1	-8	20	-2
- CCCCCCCCCC(=O)N/N=C(\C)c1cccnc1
  -7	-1	-2	2	-0.5	-11	56	-2.9	-1	-3	-1
- COc1cc(-c2cccs2)cc(=O)c2c(C)oc(C)c12
  -1	24	-14	0	4.0	-16	92	-0.5	41	-1	-2
- CCCN(C(=O)CSc1ccccc1C(=O)O)C1CCS(=O)(=O)C1 (stereo not given)
  -12	0	-5	-6	0.9	-2	-13	-2.7	-10	7	0
- Cc1ccc(-c2nnc(Nc3ccc(C(=O)N(C)C)cc3)c3ccccc23)cc1S(=O)(=O)NCC1CCCO1 (stereo not given)
  -12	-2	-6	-9	-2.2	-2	-21	-1.7	14	3	10
- O=C(C1CC2C=CC1C2)N1CCN(c2ccccc2)CC1 (stereo not given)
  1	2	-12	-3	-0.5	-5	532	2.0	/	-10	3
- C=CCOC1=CS(=O)(=O)N(Cc2ccc(Br)cc2)c2ccc(Br)cc21
  1	/	-2	-3	2.5	-9	/	-0.1	6	4	-1
- NS(=O)(=O)c1cc(Cl)c(NC(=O)COC(=O)c2ccccn2)c(Cl)c1
  -22	0	-5	1	0.2	-4	10	1.4	9	/	-3
- CC(C)C(NC(=O)c1ccccc1)C(=O)NCC(c1ccccc1)N(C)C (stereo not given)
  3	1	-14	-1	4.3	-1	+	-1.3	/	-17	-3
- O=[N+]([O-])c1ccc(OCCN2CCNCC2)cc1
  -4	0	-8	2	0.4	-7	6	1.0	9	9	-3
- Cn1nnnc1NC(=O)c1ccccc1Cl
  -12	-2	1	2	-0.9	-2	203	0.2	-11	11	-1
- CCCCN(CCCNC(=O)C1CCN(S(=O)(=O)CC)CC1)c1ccccc1
  -1	1	6	-2	-1.7	-12	19	-2.2	-1	12	-1
- CC1(C)CC(n2c(=S)[nH]c3ccccc3c2=O)CCO1 (stereo not given)
  -2	-1	1	0	0.8	-4	2	-0.6	-6	/	-1
- O=C(O)CSc1nnc(SCc2cccc3ccccc23)s1
  -10	4	-8	-5	-0.3	-1	6	-1.7	3	/	6
- CCOC(=O)N1CCC(N2C(=O)c3ccc(C(=O)NCCOC)cc3C2=O)CC1
  -4	-8	-10	-1	-2.1	1	4	1.5	0	-2	-5
- CCn1ccnc1CN(C)Cc1nc(CCC(C)C)no1
  -11	2	-10	-1	-1.7	-7	-1	-0.9	4	13	1
- Cc1c(Cl)cccc1NC(=O)CCCN1C(=O)c2cccnc2C1=O
  -13	/	-4	-4	-1.3	3	126	-0.1	1	-4	2
- N#C/C(=N\Nc1cccc(F)c1)C(=O)C1CC1
  -12	2	4	-1	0.4	3	-16	1.9	7	10	-4
- COC(=O)c1c(NC(=O)CN(c2ccccc2)S(C)(=O)=O)sc2c1CCCC2
  3	-1	7	-1	0.2	-3	0	0.1	-6	-3	6
- O=S(=O)(NCCc1nnc2ccc(SCc3cccnc3)nn12)c1ccccc1
  -12	-3	-15	-7	-0.7	0	/	-1.1	-8	40	5
- CC(=O)Nc1c(-c2ccccc2)c2cc(Br)ccc2[nH]c1=O
  -5	-3	-6	-1	1.6	-6	-7	-0.6	-5	-5	-5
- CCOc1ccccc1NC(=O)CCSc1nc2n[nH]c(C)c2c(=N)n1-c1ccccc1Cl
  -10	-1	-11	-1	-1.2	-13	13	-1.1	-18	-7	-2
- Cc1ccc(NC(=O)Cn2nc(C)c([N+](=O)[O-])c2C)cc1C
  -14	-1	-4	4	-0.8	10	39	-0.2	6	/	1
- N/C(=C/C(=O)c1ccccc1O)C(F)(F)F
  -13	-1	-14	-7	-1.2	2	-8	-0.7	-4	19	-2
- COc1ccc(-c2ccoc2)cc1[C@H]1[C@H]2C=CC[C@@H](C)[C@@H]2C(=O)N1Cc1ccccc1
  -7	/	-21	-5	-5.0	-2	-21	4.8	-3	-7	-6
- CCOc1nc(NC(=O)NC(=O)c2ccccc2)nc(-c2ccccc2)n1
  -1	-4	1	1	2.2	-4	67	0.5	6	6	0
- CC(NC(=O)Cc1ccc(F)cc1)C(c1cccs1)N1CCN(C)CC1 (stereo not given)
  10	3	0	-1	-0.2	-4	-29	-2.0	18	3	-10
- Cc1cccc(N=C2NN=C(c3c(C)[nH]c4ccccc34)CS2)c1
  -3	/	-2	3	0.3	-1	201	0.7	-8	9	-24

Bioassay records: PubChem, several laboratories
